# Screens: PubChem BioAssay, several laboratories
# NOD2 RIPK2 PPI: blocks binding of human NOD2 to RIPK2. O43353. AID 624267. 360,000 compounds, 0.38% hits. CHO BLA complementation NOD2-RIPK2, CCF4 ratio. inhibition, % at 4.98 µM; in the data active means inhibition above about 21%;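 further: 0% = vehicle only and 100% = reference blocker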
# TLR9-MyD88 block: blocks human TLR9 binding to MyD88; Q9NR96+Q99836; inhibition, % at 4.98 µM; CHO BLA complementation TLR9-MyD88, CCF4 FRET ratio; 340,000 compounds, 0.21% hits;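 active means inhibition above the mean over all tested compounds plus 3 SD, cut at about 21% in these data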;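 further: 0% = DMSO only wells and 100% = clavulanate BLA inhibitor control wells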
# LRH-1 inv ag: inverse agonists of human LRH-1 (NR5A2); HEK293T StAR-luciferase reporter, LRH-1 transfected, 24 h; 360,000 compounds, 0.13% hits; inhibition, % at 3.6 µM;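 active means inhibition above the mean inhibition of all tested compounds plus 3 SD, cut at about 73% in these data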;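 further: 0% = DMSO wells and 100% = reporter-only cells lacking LRH-1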
# NR2F2 inh: inhibitors of human COUP-TFII (NR2F2); P24468; HEK293T NGFI-A luciferase reporter, luminescence; inhibition, % at 8.6 µM; 370,000 compounds, 0.7% hits;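 active means inhibition above a per-plate cutoff, mean inhibition of test wells between control levels plus 3 SD, cut at about 38% in these data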;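 further: cells cotransfected with COUP-TFII expression vector driving the NGFI-A reporter; 0% = median of COUP-TF2 test wells and 100% = reporter-only cells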
# C8 TRAIL sens: caspase-8 TRAIL sensitization | NB7+C8 cells + TRAIL, ATPlite viability luminescence | inhibition (viability loss, TRAIL sensitization), % at 10 µM | 360,000 compounds, 1% hits;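 active means compounds causing at least 50% loss of cell viability in the single-dose screen, relative to plate controls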
# LMP1 NFkB inh: reduces LMP1-driven NF-kappaB luciferase signal. AID 504558. 350,000 compounds, 0.69% hits. LMP1-induced NF-kappaB luciferase reporter cells, luminescence. inhibition, % at 12.5 µM; in the data active means inhibition above about 41%;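 further: 0% = neutral control wells and 100% = reference inhibitor control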
# TROY NFkB inh: TROY signaling inhibition; Q293 LMP1-TROYcd NF-kB luciferase reporter, 4 h; inhibition, % at 10 µM; 360,000 compounds, 0.98% hits; AID 1347056;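 active means compounds whose plate-normalised and pattern-corrected inhibition of the luciferase reporter signal at the single screening dose is 50% or more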
# Vif imaging: blocks HIV Vif function | inhibition, % at 7.49 µM | 340,000 compounds, 0.35% hits | HEK293T cells, Vif self-association by quenched fluorescence, imaging, 24 h; in the data active means inhibition above about 50%, passing the limit was not always enough; further: some results filed as inactive read as strong as hits
# SRC3 inh: inhibits human SRC3 coactivator; Q9Y6Q9; HEK293 GAL4-SRC3 luciferase reporter, luminescence; inhibition, % at 3.6 µM; 360,000 compounds, 0.17% hits; AID 588352;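 active means inhibition above a per-campaign cutoff, the mean of all compounds plus 3 SD, cut at about 60% in these data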;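 further: 0% = DMSO-treated cells and 100% = gossypol-treated cells at 36 µM; higher means less SRC3-driven luciferase light from the GAL4 reporter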
# Target sequence (Q9Y6Q9 whole entry, looked up, the tested form may be a part): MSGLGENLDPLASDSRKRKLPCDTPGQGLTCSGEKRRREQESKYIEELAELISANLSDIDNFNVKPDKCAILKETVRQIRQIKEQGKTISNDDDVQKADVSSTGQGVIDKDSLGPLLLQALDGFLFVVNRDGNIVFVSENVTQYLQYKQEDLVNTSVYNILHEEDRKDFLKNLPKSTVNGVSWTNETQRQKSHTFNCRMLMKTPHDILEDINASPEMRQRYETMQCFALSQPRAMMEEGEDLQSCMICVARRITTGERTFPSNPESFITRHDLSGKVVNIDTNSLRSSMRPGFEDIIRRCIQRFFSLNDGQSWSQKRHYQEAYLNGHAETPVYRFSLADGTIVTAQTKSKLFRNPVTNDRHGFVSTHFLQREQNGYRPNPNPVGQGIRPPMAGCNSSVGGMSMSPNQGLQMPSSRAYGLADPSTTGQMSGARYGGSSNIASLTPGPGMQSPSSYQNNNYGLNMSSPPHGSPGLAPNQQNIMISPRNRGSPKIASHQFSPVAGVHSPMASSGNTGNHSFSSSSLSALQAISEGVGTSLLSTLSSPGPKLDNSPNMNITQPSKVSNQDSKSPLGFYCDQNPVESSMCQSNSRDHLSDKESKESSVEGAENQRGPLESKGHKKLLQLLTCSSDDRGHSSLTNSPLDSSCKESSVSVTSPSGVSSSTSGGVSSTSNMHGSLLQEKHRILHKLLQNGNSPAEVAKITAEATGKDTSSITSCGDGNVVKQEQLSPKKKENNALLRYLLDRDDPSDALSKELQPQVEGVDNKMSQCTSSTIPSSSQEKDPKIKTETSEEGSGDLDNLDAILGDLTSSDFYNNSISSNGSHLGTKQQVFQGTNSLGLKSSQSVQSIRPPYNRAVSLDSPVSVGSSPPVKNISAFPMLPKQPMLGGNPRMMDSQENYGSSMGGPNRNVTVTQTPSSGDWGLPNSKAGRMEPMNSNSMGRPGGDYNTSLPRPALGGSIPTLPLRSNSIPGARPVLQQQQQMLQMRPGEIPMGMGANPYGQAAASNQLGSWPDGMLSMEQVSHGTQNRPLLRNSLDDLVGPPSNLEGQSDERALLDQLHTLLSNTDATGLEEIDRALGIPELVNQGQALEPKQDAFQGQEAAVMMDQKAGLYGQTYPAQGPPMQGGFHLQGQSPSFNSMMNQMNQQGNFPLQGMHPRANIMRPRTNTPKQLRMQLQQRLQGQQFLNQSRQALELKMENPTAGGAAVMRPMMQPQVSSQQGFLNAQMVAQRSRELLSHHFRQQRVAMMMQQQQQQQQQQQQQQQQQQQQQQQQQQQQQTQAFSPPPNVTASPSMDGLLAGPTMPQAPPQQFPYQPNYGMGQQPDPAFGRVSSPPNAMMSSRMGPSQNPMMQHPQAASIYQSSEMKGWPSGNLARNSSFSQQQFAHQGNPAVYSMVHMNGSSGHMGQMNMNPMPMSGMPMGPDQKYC
# NCOA2 inhibitor: inhibits human steroid receptor coactivator 2; AID 651957; Q15596; 370,000 compounds, 0.17% hits; inhibition, % at 9 µM; HEK293 GAL4-SRC2 luciferase reporter, luminescence;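 active means inhibition above the mean inhibition of all tested compounds plus 3 SD, set per campaign, cut at about 52% in these data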;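 further: 0% = DMSO treated cells and 100% = cells given Gossypol at 36 µM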
# NCOA1 inh: human NCOA1 inhibition. inhibition, % at 3.6 µM. HEK293 GAL4-SRC1 luciferase reporter, luminescence. AID 588354. 360,000 compounds, 0.12% hits;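 active means inhibition above the campaign mean plus 3 SD, with each screening campaign given its own cutoff, cut at about 60% in these data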;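 further: 0% = DMSO treated cells and 100% = gossypol at 36 µM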
# * hit, by the source's call; . = not tested or not shown. Only part of the results is shown; the hit share may differ from the screen's.
# Order of results: NOD2 RIPK2 PPI, TLR9-MyD88 block, LRH-1 inv ag, NR2F2 inh, C8 TRAIL sens, LMP1 NFkB inh, TROY NFkB inh, Vif imaging, SRC3 inh, NCOA2 inhibitor, NCOA1 inh
> CCCCNC(=O)COC(=O)c1ccccc1F
    -0.3, 1.2, -0.9, -2.2, -5.0, 2.8, -36.3, 2.6, 18.2, -7.5, -20.2
> CCOC(=O)C1CCCN(C(=O)c2ccc(NS(=O)(=O)c3ccc4[nH]c(=O)[nH]c4c3)cc2)C1 (stereo unspecified)
    -2.4, 4.7, 1.1, -5.6, -19.4, -13.5, -41.6, 3.8, 1.0, -4.4, -4.2
> COc1ccc(-c2cnc3ncnn3c2N)cc1
    -15.5, -14.6, 2.2, -12.2, -4.4, -1.5, -8.7, -6.0, 15.1, 3.8, 23.3
> CC/C(O)=C1\C(=O)CCCC1=NCCc1c(C)[nH]c2ccc(C)cc12
    -6.6, -4.0, 16.4, 3.6, 8.8, -1.7, 8.4, 2.4, 8.4, 14.5, -10.1
> Cn1nc(C(C)(C)C)cc1N1C(=O)CCC1(C)C(=O)NC1CCCC1 (stereo unspecified)
    4.2, ., 21.0, 5.9, 0.5, ., 10.4, ., 1.1, -24.0, -11.4
> O=C(Cc1csc(N2CCOCC2)n1)N/N=C/c1ccc(F)cc1
    -8.3, 7.0, 1.6, 15.9, 12.5, 1.8, -3.2, 10.3, -4.4, -6.9, 7.0
> C#CCn1c(=O)c2c(ncn2C)n(C)c1=O
    -13.4, 12.1, 5.9, -4.0, -3.5, 43.7*, -12.1, -0.7, -9.3, -13.8, 13.6
> COc1ccc(NC(=O)NCCCCc2ccccc2)cc1
    -5.3, 13.3, 2.9, -19.5, -4.9, 7.2, -20.7, -8.5, -10.9, -10.0, -22.6
> Cc1cc(Br)ccc1OCCNCc1ccccc1
    -5.4, -3.5, 5.7, 0.0, 1.8, -1.5, -16.3, 6.8, 0.9, -47.5, -3.2
> Cc1cccc(NC(=O)CSc2nc3ccccc3nc2N2CCCC2)c1
    0.9, -1.8, -10.6, -10.6, 13.4, 6.7, 10.2, -1.8, -74.4, -18.8, -44.3
> O=[N+]([O-])c1cc([N+](=O)[O-])c2nonc2c1Nc1ccc(O)cc1
    0.6, -4.2, 4.7, 15.5, 11.1, 6.5, 3.4, -1.2, 4.0, -9.4, -191.1
> COc1ccc(CN2CCC(Oc3ccc(C(=O)NCc4ccccn4)cc3)CC2)c(F)c1
    -7.2, -6.5, 28.5, 18.5, -2.9, 9.1, -14.2, ., 27.7, 5.8, 10.9
> CC(C)[C@H](N)c1nnc(SC/C=C/c2ccccc2)o1
    -2.5, -2.8, -9.4, 3.2, -13.4, -1.9, -11.5, -3.8, 11.8, 10.0, 6.3
> C=CC1C(N2CCOCC2)C(C)(C)S1(=O)=O (stereo unspecified)
    4.9, -12.7, 3.6, 19.9, 7.2, -2.3, -5.5, 6.6, 8.1, 1.3, -2.4
> COc1cc2c(cc1OC)C(C(=O)N1CCN(c3ccccn3)CC1)C(c1cccs1)N(C)C2=O (stereo unspecified)
    -2.7, 0.7, -13.3, 19.7, 4.5, -7.7, -3.6, 4.8, -3.1, -1.5, 0.2
> COc1ccc(NC(=O)CNc2cc(C)ccc2C)cc1S(=O)(=O)N1CCOCC1
    -8.9, 5.0, -24.3, 9.8, -10.7, 0.5, -7.8, 5.0, -28.0, 31.3, -7.6
> Cc1ccc(C(=O)NN(CCC#N)C2=NS(=O)(=O)c3ccccc32)cc1
    -6.6, -0.2, 16.6, 14.1, -10.7, 7.6, -1.9, 4.1, 17.0, -10.2, -11.6
> Cc1cc(S(=O)(=O)NCC2CC2)c(Cl)cc1Cl
    8.3, -4.6, 12.0, -11.3, 10.2, -4.0, -4.0, 9.9, -9.9, -8.2, 1.9
> CC(=O)NC1(c2ccccc2)CCN(CC(=O)N2CCC(C)CC2)CC1
    -4.7, -3.0, 3.8, 11.4, -0.9, -1.4, 13.3, -3.3, -17.3, 3.6, -0.4
> CN(C)C(=O)c1cc(C(=O)c2ccc(F)cc2C(F)(F)F)c[nH]1
    1.7, -1.2, 22.1, 20.6, 4.2, 12.5, 7.0, -3.6, 9.8, 5.5, 17.1
> Cc1ccc(S(=O)(=O)N2CCC(=O)N(C(COC(=O)Nc3ccccc3)Cc3ccccc3)CC2)cc1 (stereo unspecified)
    -4.3, -0.3, -24.3, -3.3, 7.5, 4.4, -4.2, -2.7, 3.1, -25.4, -4.4
> Cn1cc(-c2nnnn2-c2ccc(Cl)cc2)c(=O)c2ccccc21
    -8.1, 4.3, -8.0, -8.6, -15.8, -9.8, -2.6, -3.5, 11.0, 2.9, -18.5
> Cn1ccnc1SCC(=O)Nc1ccc2ccccc2c1
    -0.3, 5.9, -144.1, -35.5, 2.7, 2.8, -29.8, 0.6, -48.9, -32.5, -62.7
> Cc1ccccc1-c1nnc(NC(=O)CSc2nc3ccccc3s2)s1
    -0.9, 0.1, 4.6, 0.6, -13.0, -5.2, -6.7, 2.1, -4.2, 5.0, -0.2
> Nc1ccc2c3c(cccc13)C(=O)N(c1ccccc1)C2=O
    31.2*, 28.2*, 10.8, 0.8, 31.0, 10.1, -19.2, ., -24.9, -51.6, -16.1
> COc1ccc([C@H]2CC(=O)C=C(c3ccnc4ccc(Cl)cc34)C2)cc1
    -6.6, 1.4, 21.1, 68.9*, 12.8, 8.7, 39.2, -17.2, 21.7, -15.7, 30.7
> CCNC(=O)n1nccc1C(C)Oc1ccccc1 (stereo unspecified)
    -0.2, -0.1, -4.2, -6.3, 15.4, 4.7, 6.1, -13.2, 6.0, -16.7, 6.9
> Cn1c(=O)c2c(nc(C3CC4C5CCC(C5)C4C3)n2C)n(C)c1=O (stereo unspecified)
    -11.6, -4.0, 3.0, 3.2, -2.2, 8.0, 11.7, 3.6, -17.2, -4.1, -2.9
> CCc1ccc(NC(=S)N(Cc2cccc(Br)c2)CC2CCC(C(=O)O)CC2)cc1 (stereo unspecified)
    -4.4, -8.0, 4.6, 3.9, -1.2, -3.0, -51.1, -0.7, -2.7, -19.4, -9.9
> Cc1cc(C(=O)CSc2n[nH]c(-c3ccccc3F)n2)c(C)n1Cc1cccs1
    2.0, -1.6, -13.2, 2.5, -16.6, 1.1, 0.7, ., 0.5, 4.3, -5.4
> CCCCn1c(SCC(=O)N2CCc3ccccc32)nnc1-c1ccncc1
    -4.9, -2.0, 11.0, 21.1, -13.4, -3.0, 8.1, -1.0, 17.4, 7.9, -4.5
> COc1ccc(Cl)cc1C(=O)NNC(=O)CSc1nnnn1C
    2.9, 8.7, 3.7, 12.1, -4.8, -1.1, 28.4, 2.2, 0.1, 4.5, -11.0
> COc1ccc(CN2CCC(Cc3ccccc3)CC2)cc1OC
    2.0, -4.3, 15.0, 2.4, -4.7, 10.6, -4.3, 7.1, -3.6, 3.1, -30.4
> CC(C)[C@@H](C(=O)NCC1CCCO1)N1C(=O)N2CCc3c([nH]c4ccccc34)[C@@]2(C)C1=O (stereo partly specified)
    -1.9, -6.7, 0.1, 5.2, -12.2, -1.1, -8.5, -6.6, 4.0, -13.6, -3.6
> O=C(N/C(=C\c1ccccc1)C(=O)N1CCOCC1)c1ccccc1Cl
    -7.1, 1.8, 2.6, 0.6, 1.0, 1.3, -1.0, -11.6, -6.2, 11.7, 4.7
> CCCCc1n[nH]c(=S)n1Cc1ccccc1
    5.9, -5.6, 5.2, 17.0, -2.0, -1.6, 4.3, -14.2, 2.3, -6.3, 0.8
> CCOc1ccccc1NC(=O)C1CCN(S(=O)(=O)c2ccc(OC)c(OC)c2)CC1
    -13.4, 7.4, -9.7, 0.5, 32.2, -3.8, 5.2, 5.5, 15.6, 4.0, 0.9
> COc1ccc(C(C)=O)cc1COC(=O)c1cccnc1Cl
    0.9, -3.6, -6.1, -6.0, 2.2, -8.1, -3.4, 4.6, 1.8, -5.8, 0.4
> O=C(CN1CCCc2ccccc21)NC(=O)NC1CCCCC1
    8.0, 6.8, 10.4, -0.1, 7.2, -1.9, -16.3, 0.5, -0.6, 16.0, -4.0
> COc1ccc(N2CCN(CC(=O)N3c4ccccc4CC3C)CC2)cc1 (stereo unspecified)
    5.8, -1.8, 16.7, -10.2, -3.5, 4.8, -11.0, -2.3, -5.5, -12.8, 11.6
> Nc1nc(SCC(=O)N2CCc3ccccc32)[nH]c(=O)c1-c1ccccc1
    -7.3, 3.1, -12.0, 14.2, 10.8, -14.4, -21.3, 4.5, -3.9, 7.0, -16.3
> Cc1cccc(NC(=O)c2sc3ncn(CC(=O)N4CCN(c5ccccn5)CC4)c(=O)c3c2C)c1
    -10.4, -9.9, -1.1, -1.5, 15.3, -0.6, 20.0, -3.3, -3.4, -1.0, -19.5
> Cc1c(C(=O)O)cccc1N1C(=O)Nc2ccccc2N1O
    7.0, -3.6, 0.5, 5.2, 2.0, -0.1, 6.7, 0.5, 2.2, 5.2, -7.1
> O=C(CSc1nc2ccccc2o1)N1c2ccccc2Sc2ccccc21
    -13.4, -1.0, 9.2, 2.6, -6.7, -1.3, 15.5, 2.2, 19.6, 3.7, 17.0
> Cc1ccc(C)c(OCC(=O)NC2CCCCCC2)c1
    -12.3, 6.9, 1.6, 1.3, -8.2, -1.4, -18.5, 13.2, 8.1, -7.5, -3.9
> O=C(NCCc1ccccc1)/C(=C/c1ccco1)c1ccccc1
    -0.5, -15.3, 16.7, -0.6, 15.4, -3.7, -5.6, -1.1, 15.6, -0.7, -9.3
> COC(=O)C[C@@H]1C=C[C@H](NC(=O)Nc2ccc(F)cc2)[C@@H](CO)O1
    3.4, ., -28.6, 1.9, -11.7, ., ., ., ., 14.1, .
> C=CSc1sc(Cl)c(N(CC)CC)c1[N+](=O)[O-]
    -16.4, ., 1.3, 8.7, 1.3, -6.2, 2.3, 13.9, 5.4, -15.3, -2.3
> Cc1cc(=O)n(Nc2ccccc2)c(O)c1C#N
    -15.4, 6.2, -0.7, -13.5, -2.3, -5.9, -5.9, -0.2, -0.6, 8.6, -12.7
> O=C(O)c1cc(NCc2ccccc2C(F)(F)F)ccc1N1CCOCC1
    -7.7, 1.5, -16.5, -11.9, -2.5, -2.1, 1.8, 4.2, -1.8, -5.9, 1.6
> COc1cc(C(=O)NCCc2c[nH]c3ccccc23)ccc1OCc1c(C)noc1C
    -6.5, -10.1, -4.8, 5.5, -5.1, 2.5, 21.2, -1.2, 18.7, 19.5, -5.0
> COC(=O)CCc1c(C)nn(-c2ccccc2)c1C
    -5.7, -6.1, -34.2, -9.6, 5.6, -3.5, -36.6, ., -18.5, -48.5, -34.5
> Cc1cccc(OCCCC(=O)Nc2nccs2)c1C
    0.3, 8.8, -18.1, 16.3, 11.5, 0.6, -8.7, 3.2, 5.0, -19.5, -9.7
> CCOC(=O)N1CCN(C(=O)CNC(=O)c2ccc(Cl)cc2Cl)CC1
    12.9, -12.9, 6.1, -8.7, -8.5, -5.1, -4.3, ., 7.8, -29.4, -2.1
> O=C(CCNC(=O)c1ccc([N+](=O)[O-])cc1)NC1CCCCCC1
    3.0, 2.2, -13.1, 10.9, -0.5, -2.3, -6.6, -3.0, -3.5, -5.7, -10.8
> Cc1ccc(S(=O)(=O)NCC(=O)N(CC(=O)NCc2ccco2)Cc2ccccc2)cc1
    -3.4, 1.3, 10.7, 5.0, 20.3, 2.4, 2.9, -17.4, 4.1, -9.4, 18.0
> ClCc1c2ccccc2cc2ccccc12
    -8.2, 2.8, -37.3, -9.3, -3.5, -2.3, -29.6, -3.2, -4.4, -16.4, 4.6
